Source: PubChem BioAssay (National Center for Advancing Translational Sciences (NCATS))
rTrxR1 inhibitor: blocks rat thioredoxin reductase 1. O89049. recombinant rTrxR1, NADPH fluorescence consumption, selenite substrate. Potency, µM (doses to about 114 µM), inactives show at the top dose activity change, negative = inhibition, most hits filed as inhibitors. actives 1% (n = 390,000). AID 588453; also: potency is read from the fitted curve at half-maximal effect; % is scaled to controls: 0 for no effect and ±100 for the full control effect; nearly all actives have a fitted effect of over 65% in size
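Rat TrxR1 (90 nM in the dispensed reagent) was pre-reduced with 400 uM NADPH for 5 min at room temperature, then incubated with compound for 15 min. After 400 uM selenite was added, NADPH fluorescence (Ex 340/Em 450 nm) was followed for 8 min.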
mIDH1 inhibitor: inhibitors of human mutant IDH1 R132H; AID 602179; Potency, µM (top dose mostly 76.6 µM), inactives show at the top dose activity change, negative = inhibition, usual class: inhibitors; IDH1-R132H enzyme, NADPH consumption, diaphorase/resazurin fluorescence; actives 0.093% (n = 390,000); O75874; also: potency is read from the fitted curve at half-maximal effect; % is scaled to controls: 0 for no effect and ±100 for the full control effect; nearly all actives have a fitted effect of over 65% in size
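IDH1-R132H (0.5 ug/mL dispensed) in pH 7.5 Tris buffer was preincubated 30 min with compound, then given a substrate mix of 0.016 mM NADPH and 2 mM alpha-KG for 80 min at room temperature; remaining NADPH was read by diaphorase/resazurin fluorescence.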
LDHA block: inhibitors of human lactate dehydrogenase A | actives 0.15% (n = 480,000) | P00338 | activity change, % (values are at about 110 or 230 µM) | purified LDHA, NADH/diaphorase-resazurin fluorescence; stronger effect = lower value; in the data active = activity change below about -30%; inconclusive = mostly about -25% to -30%;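 also: plate controls were DMSO wells for no effect and wells without enzyme for full effect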
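Human LDH5 at 2 nM final in Tris HCl pH 7.4 with 0.06 mM NADH and 0.2 mM pyruvate, reacted 5 minutes at room temperature. Remaining NADH coupled via diaphorase/resazurin; resorufin fluorescence read at 0 and 20 minutes, normalized to enzyme-free and DMSO wells.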
Vif-A3G inh: Vif-A3G binding inhibition; Q9HC16; HeLa A3G-eYFP + Vif (tagged APOBEC3G with the HIV-1 protein that degrades it), YFP fluorescence, overnight; Potency, µM (titrated, usually from 46.1 µM), without a hit: at the top dose activity, negative = active, most hits filed as inhibitors; actives 0.076% (n = 410,000); AID 602310;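 also: potency is read from the fitted curve at half-maximal effect; % is scaled to controls: 0 for no effect and ±100 for the full control effect; nearly all actives have a fitted effect of over 60% in size; hits raise eYFP signal because A3G escapes Vif-driven loss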
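HeLa cells stably expressing Vif and C-terminally eYFP-tagged A3G, seeded overnight at 37 deg C, then exposed to compound by pintool overnight at 37 deg C. Rise in yellow fluorescence (Ex 488/Em 500-530, Acumen) marks blocked Vif-driven A3G degradation.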
TrxR1 substrate: is turned over as a substrate by rat TrxR1; purified TrxR1 substrate turnover, NADPH consumption readout; Potency, µM (top dose mostly 114 µM), inactives show at the top dose activity change, negative = substrate turnover; actives 0.01% (n = 390,000); AID 588456; also: potency is read from the fitted curve at half-maximal effect; % is scaled to controls: 0 for no effect and ±100 for the full control effect; nearly all actives have a fitted effect of over 50% in size
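Rat TrxR1, dispensed at 90 nM, was prereduced with 400 uM NADPH (final) for 5 min at ~22 deg C, then incubated with compound 15 min before 400 uM selenite. A first-read NADPH fluorescence drop versus no-compound background flagged substrates.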
Vif-APOBEC3F blk: inhibitors of Vif-A3F interaction; HeLa A3F-eYFP + Vif (tagged APOBEC3F with the HIV-1 protein that degrades it), YFP fluorescence increase; actives 0.2% (n = 390,000); AID 602313; Potency, µM (titrated, usually from 46.1 µM), without a hit: at the top dose activity, negative = active; also: potency is read from the fitted curve at half-maximal effect; % of control where 0% means no effect; nearly all actives have a fitted effect of over 65% in size
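HeLa cells stably expressing Vif plus C-terminally eYFP-tagged A3F were seeded, incubated overnight at 37 deg C, dosed with compound, incubated overnight again at 37 deg C. Yellow fluorescence (Ex 488/Em 500-530) reported blocked Vif-mediated A3F-eYFP degradation.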
Glioma ERSR ind: induces the endoplasmic reticulum stress response in human glioma cells | U87-MG GRP78 promoter luciferase reporter, 16 h | Potency, µM, inactives show at the top dose activation, hits mostly activators | actives 0.02% (n = 420,000); also: potency is read from the fitted curve at half-maximal effect; series mostly up to about 76 µM; % of control where 0% means no effect; nearly all actives have a fitted effect of over 35% in size
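Stably transfected U87-MG human glioma cells carrying a GRP78-based luminescent sensor were seeded at 1000 cells/well, pin-dosed with compounds and incubated 16 h. Luciferase reagent was then added, and end-point luminescence was read after 10 min at room temperature.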
RGS4 inh: human RGS4 inhibition | P49798 | Transcreener GDP fluorescence polarization, RGS4-accelerated GTP hydrolysis | actives 0.039% (n = 390,000) | Potency, µM (doses to about 114 µM), for inactives: top-dose activity change, negative = inhibition, actives largely listed as inhibitors; also: potency is read from the fitted curve at half-maximal effect; % is scaled to controls: 0 for no effect and ±100 for the full control effect; nearly all actives have a fitted effect of over 75% in size; some results filed as inactive show a strong effect at the top dose
Target sequence (P49798 whole entry, looked up): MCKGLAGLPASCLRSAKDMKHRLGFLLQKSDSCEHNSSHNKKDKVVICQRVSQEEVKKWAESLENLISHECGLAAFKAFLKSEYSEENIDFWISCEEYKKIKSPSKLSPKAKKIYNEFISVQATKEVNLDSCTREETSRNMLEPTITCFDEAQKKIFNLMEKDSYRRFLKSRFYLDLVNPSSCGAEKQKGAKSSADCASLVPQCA
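MLSMR compounds (23 nl, pin-transferred) preincubated 10 min at room temperature with a 500nM (2x) first reagent, then RGS4 at 900nM (2x) plus Transcreener GDP mix added; fluorescence polarization (620/688 nm) read before and after 90 min at 30 °C.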
USP1 inh: inhibitors of human USP1/UAF1 deubiquitinase. O94782. recombinant USP1/UAF1, Ub-Rhodamine cleavage fluorescence. Potency, µM (top dose mostly 57.1 µM), without a hit: top-dose activity change, negative = inhibition, actives largely listed as inhibitors. actives 0.23% (n = 390,000); also: potency is read from the fitted curve at half-maximal effect; % is scaled to controls: 0 for no effect and ±100 for the full control effect; nearly all actives have a fitted effect of over 60% in size; inactives centre near -12
Target sequence (O94782 whole entry, looked up): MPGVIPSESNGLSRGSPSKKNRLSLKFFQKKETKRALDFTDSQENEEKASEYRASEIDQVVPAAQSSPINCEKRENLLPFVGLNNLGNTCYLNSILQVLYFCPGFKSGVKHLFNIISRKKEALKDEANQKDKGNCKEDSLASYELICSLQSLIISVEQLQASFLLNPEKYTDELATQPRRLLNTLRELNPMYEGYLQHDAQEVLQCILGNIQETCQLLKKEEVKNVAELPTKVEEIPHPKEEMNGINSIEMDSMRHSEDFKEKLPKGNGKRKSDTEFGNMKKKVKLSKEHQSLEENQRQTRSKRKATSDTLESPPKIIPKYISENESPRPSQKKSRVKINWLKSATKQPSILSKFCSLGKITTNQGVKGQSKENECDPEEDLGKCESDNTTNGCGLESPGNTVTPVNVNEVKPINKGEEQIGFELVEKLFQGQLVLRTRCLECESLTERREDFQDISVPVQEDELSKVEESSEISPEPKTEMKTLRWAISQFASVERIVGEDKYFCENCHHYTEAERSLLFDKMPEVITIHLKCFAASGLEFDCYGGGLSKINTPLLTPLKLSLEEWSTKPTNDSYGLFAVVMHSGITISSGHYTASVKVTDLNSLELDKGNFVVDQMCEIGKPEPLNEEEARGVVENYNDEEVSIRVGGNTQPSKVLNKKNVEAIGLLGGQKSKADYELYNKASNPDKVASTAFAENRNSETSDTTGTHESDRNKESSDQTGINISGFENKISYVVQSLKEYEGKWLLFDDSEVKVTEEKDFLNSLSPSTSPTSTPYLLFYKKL
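Step one: compound is pinned into 1nM USP1/UAF1 in HEPES pH 7.8 buffer with TCEP. Step two: 15 min room-temperature incubation. Step three: Ub-Rho (150nM final) starts cleavage, tracked by fluorescence over six one-minute reads.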
Starred values were filed as active, the others as inactive; u = inconclusive; & = joins results of further samples; [ ] = remark or other dose. Unless noted, calls follow the shape of the dose curve; as a rule, active = well fitted curve in the direction sought with a large enough effect; inconclusive = small, poorly fitted or top-dose-only effect, or another doubt; inactive = no such curve, though single readings can be large; an effect the other way counts as inactive or inconclusive. Not all compounds are listed; count on the stated rates, not on these rows.

SMILES	rTrxR1 inhibitor	mIDH1 inhibitor	LDHA block	Vif-A3G inh	TrxR1 substrate	Vif-APOBEC3F blk	Glioma ERSR ind	RGS4 inh	USP1 inh
NC(=O)COC(=O)c1ccccc1OCc1ccc(Cl)cc1	30.3%[57.1 µM]	2.0%	-12.6	-0.6%	7.2%[57.1 µM]	0.5%	0.0%	-10.2%	-8.1%
COc1ccc(C(=O)Nc2ccc(N3CCN(C(=O)c4ccccc4C)CC3)cc2)cc1	1.0%	0.2%	-4.2	-1.4%	5.8%	u	-3.2%	-22.3%	-1.2%
CCCOc1ccc(C(=O)NCC2OCCc3ccccc32)cc1 (stereo not given)	11.0%	-3.4%	-0.9	-3.3%	2.8%	0.8%	2.8%	8.1%	-3.1%
CCC(=O)NN1CCN(c2ccncc2S(=O)(=O)N2CCCCC2)CC1	6.0%	-6.9%	-5.2	8.3%	3.0%	1.4%	1.3%	19.5%	-9.4%
Cc1ccc(S(=O)(=O)NC(=O)NCC2CCN(S(=O)(=O)c3ccccc3)CC2)cc1	22.9%	2.6%	1.2	-0.7%	4.8%	16.7%	-2.0%	4.3%[56.9 µM]	-21.1%
Cn1c(O)c(N=NC(=O)CNC(=O)c2cccnc2)c2ccccc21	6.3%	1.6%	-0.7	3.5%	-9.0%	-1.6%	-4.6%	-10.6%[11.4 µM]	-16.7%
CN(Cc1ccccc1)c1oc(-c2ccco2)nc1C#N	-28.3%	7.0%	-4.0&6.9	-1.8%	156.5%[activator]	2.9%	-0.5%	-13.1%	-20.7%
CCn1c(NC(=O)C2CCCCC2)nc2ccccc21	-3.3%	7.6%	-5.7	2.1%	-3.1%	1.4%	3.9%	-5.0%	-23.3%
CC(c1ccccc1)c1nnc(NC(=O)Nc2ccccc2)s1 (stereo not given)	25.9%	-6.7%	-6.9	0.4%	-0.1%	-13.1%	3.0%	10.5%	-11.6%
CS(=O)(=O)c1ccc(C(=O)Nc2ccc(S(=O)(=O)N3CCCCC3)cc2)cc1	15.0%	2.3%	-5.0	1.0%	10.1%	-6.1%	-2.6%	7.4%	-15.9%
COc1ccccc1/C=C1\SC(=O)N(CCC(=O)NNC(=O)c2ccccc2Cl)C1=O	9.8%	10.8%	-4.6	2.5%	25.4%	3.2%	-1.3%	29.9%	-6.9%
COc1ccc(C(=O)N2CCC(n3c(C)nc4cc(F)ccc43)CC2)cc1	10.0%	-1.6%	-4.0	2.0%	-0.4%	9.6%	-3.3%	-4.5%	-15.0%
CCOC(=O)C1CCCN(S(=O)(=O)c2cc3c(cc2Cl)NC(=O)CO3)C1 (stereo not given)	1.2%[57.1 µM]	-3.3%	-0.5	-0.5%	5.5%[57.1 µM]	1.1%	-3.3%	21.1%	-5.9%
CC(=O)Nc1cccc(C(=O)Nc2ccc(S(=O)(=O)N3CCCCC3)cc2)c1	14.8%	0.1%	-2.0	-4.0%	6.5%	u	-2.9%	-2.2%	-2.0%
COc1ccc(Cn2cnc3c(NS(C)(=O)=O)c(C)c(C)cc32)cc1	6.8%[57.1 µM]	4.7%	0.8	1.5%	-4.3%[57.1 µM]	0.3%	-5.0%	3.6%	-9.1%
CC(c1ccccc1)n1c(-c2ccccc2F)n[nH]c1=S (stereo not given)	-2.6%	17.7%	-6.1	-7.4%	5.1%	-4.9%	-4.3%	-46.9%	-23.0%
CCCCn1c(N)c(N(CCOC)C(=O)c2ccc(N3C(=O)c4ccccc4C3=O)cc2)c(=O)[nH]c1=O	19.4%	16.3%	0.5	-3.2%	1.9%	-23.1%	-3.4%	10.9%	-8.6%
CCOC(=O)CSc1nc2ccc(N3CCOCC3)cc2c(=O)n1Cc1ccccc1	-16.2%	2.6%	0.0	-2.8%	10.8%	-4.4%	3.2%	-15.9%	-9.2%
COc1ccc(/C=C2\Oc3cc(OCC(N)=O)ccc3C2=O)cc1OC	-13.1%	-9.5%	8.5	5.6%	-9.8%	-4.3%	0.9%	0.3%	0.6%
CCOc1ccc(NC(=O)CSc2nc3cccnc3n2CC)cc1	2.3%	1.6%	-4.7	5.3%	-0.6%	-11.7%	2.0%	-29.8%	-5.2%
CC(=O)Nc1cccc2c1OCCO2	18.0%[57.1 µM]	1.7%	-1.3	1.1%	10.0%[57.1 µM]	-13.3%	-2.7%	1.3%	-23.2%
O=C(c1ccccc1)c1ccc(Cn2cc(CCCO)nn2)cc1	8.5%[57.1 µM]	-5.8%	-0.9	4.8%	7.9%[57.1 µM]	-0.2%	5.7%	-10.3%	-25.1%
Cc1cccc(C(=O)NC(=S)Nc2ccc(S(=O)(=O)N3CCN(C)CC3)cc2)c1	u	4.3%	-1.4	1.9%	-3.5%	-11.6%	-3.2%	-49.4%	-10.3%
Cc1ccc(CNC(=O)c2cc3c(=O)n(C)c4ccccc4c3n2C)o1	u	-3.5%	-2.2	-10.3%	6.4%	3.9%	-5.8%	-12.9%	u
COCCN(C(=O)COC(=O)c1cnc(C)cn1)c1c(N)n(Cc2ccccc2)c(=O)[nH]c1=O	1.1%[57.1 µM]	-13.0%	-2.7	-4.0%	0.3%[57.1 µM]	4.0%	0.2%	1.5%	-0.9%
CCOC(=O)C1CCN(C(=O)c2cccs2)CC1	15.2%	-3.2%	-1.9	1.7%	-2.8%	-1.2%	3.7%	6.3%	2.5%
O=C(CNC(=O)C1CCCCC1)NC1=NCCS1	28.8%	9.4%	-7.1	0.6%	11.6%	-3.1%	3.1%	15.8%	-4.0%
COc1ccc(S(=O)(=O)c2c(SC)nn(CC(=O)Nc3ccc(C)c(Cl)c3)c2N)cc1	35.0%[57.1 µM]	1.6%	0.1	0.7%	7.1%[57.1 µM]	5.7%	-2.1%	-4.8%	u
COc1ccc(OCc2nnc(SCC(=O)N3C(C)CCCC3C)o2)cc1 (stereo not given)	11.2%	27.5%	-10.8	1.0%	0.0%	4.1%	2.9%	36.1%	-8.3%
N=C1/C(=C/c2cccn2Cc2ccc(F)cc2)C(=O)N=C2SC=CN12	11.3%	0.0%	-2.0	2.6%	0.5%	-5.7%	0.5%	-35.2%	-20.1%
CCNC(=O)CSc1nc(-c2ccccc2)cs1	9.0%[57.1 µM]	1.2%	-2.2	-1.6%	4.7%	-18.0%	7.0%	12.4%	2.0%
Nc1nnc(Cc2c[nH]c3ccccc23)s1	-0.7%	4.0%	1.4	1.3%	-3.1%	0.4%	-1.5%	-20.8%	-9.0%
CCN(C(=O)CSc1nc2ccccc2n1CC(=O)NCc1ccc(OC)cc1)c1ccccc1	14.5%[57.1 µM]	3.9%	1.2	-3.5%	4.2%[57.1 µM]	2.8%	-0.2%	-10.3%	-26.2%
CCN=C(Nc1cccc(F)c1)SC1CC(=O)N(c2ccc(OC)cc2)C1=O (stereo not given)	13.2%	0.0%	-10.1	-0.2%	7.4%	-0.3%	-1.9%	4.7%	-17.6%
Cc1ccc(C)c(N(CC(=O)NC2CCCC2)C(=O)CCCC(=O)Nc2ccccn2)c1	-3.1%	7.9%	-0.8	1.1%	-2.0%	-13.6%	-4.5%	-9.6%	-16.3%
CS(=O)(=O)N(CC(=O)NCc1ccncc1)c1ccc(F)c(Cl)c1	5.7%	-15.6%	-5.0	3.0%	-4.5%	0.6%	-1.0%	13.1%	-4.1%
O=C(NC(=O)N1CCN(c2ccc(F)cc2)CC1)c1ccccc1	20.0%	2.0%	-11.2	-4.8%	11.7%	-0.8%	-3.3%	25.2%	-1.1%
COc1ccc(C(CNS(=O)(=O)c2cccc(F)c2)N2CCCC2)cc1 (stereo not given)	26.6%[11.4 µM]	0.2%	-8.1	2.5%	9.2%[11.4 µM]	4.6%	-1.5%	-9.2%	-5.4%
CCOC(=O)C1CCCN(S(=O)(=O)Cc2ccccc2Cl)C1 (stereo not given)	21.2%	-2.5%	-7.8	-1.1%	-2.9%	-0.5%	-5.0%	16.4%	-11.9%

Fetched by structure from above (4):
SMILES	rTrxR1 inhibitor	mIDH1 inhibitor	LDHA block	Vif-A3G inh	TrxR1 substrate	Vif-APOBEC3F blk	Glioma ERSR ind	RGS4 inh	USP1 inh
COc1ccc(C(CNS(=O)(=O)c2cccc(F)c2)N2CCCC2)cc1 (stereo not given)	26.6%[11.4 µM]	0.2%	-8.1	2.5%	9.2%[11.4 µM]	4.6%	-1.5%	-9.2%	-5.4%
Nc1nnc(Cc2c[nH]c3ccccc23)s1	-0.7%	4.0%	1.4	1.3%	-3.1%	0.4%	-1.5%	-20.8%	-9.0%
CCN(C(=O)CSc1nc2ccccc2n1CC(=O)NCc1ccc(OC)cc1)c1ccccc1	14.5%[57.1 µM]	3.9%	1.2	-3.5%	4.2%[57.1 µM]	2.8%	-0.2%	-10.3%	-26.2%
CCOC(=O)C1CCCN(S(=O)(=O)Cc2ccccc2Cl)C1 (stereo not given)	21.2%	-2.5%	-7.8	-1.1%	-2.9%	-0.5%	-5.0%	16.4%	-11.9%
